# Screening data (PubChem)
# SUMO1-SIM PPI: modulators of human SUMO1-mediated protein-protein interactions | P63165 | SUMO1 binding to a labelled peptide, TR-FRET, 1 h | inhibition, % at 20 µM | 360,000 compounds, 0.33% hits | AID 602429; in the data active = inhibition above about 37%
# Target sequence (P63165 whole entry, looked up): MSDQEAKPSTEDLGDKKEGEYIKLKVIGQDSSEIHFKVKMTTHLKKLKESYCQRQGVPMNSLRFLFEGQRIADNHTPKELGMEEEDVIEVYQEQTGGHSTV
# Rpn11 inh: blocks the human proteasome subunit Rpn11; human 26S proteasome, Ub4-pepOG fluorescence polarization; 20S core pre-blocked with epoxomicin; 360,000 compounds, 0.59% hits; calls only at 20 µM; O00487;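 active = inhibition at 20 µM, scaled to each plate's controls, above about 33%, limit read from the data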
# DNMT1 block: blocks human DNA methyltransferase DNMT1 | P26358 | DNMT1 molecular beacon, Hinp1I cleavage, fluorescence | inhibition (reported as % activation of signal), % at 10 µM | 360,000 compounds, 0.83% hits | AID 588458; in the data active = inhibition above about 50%
# STEP block: blocks human striatal-enriched tyrosine phosphatase | AID 588621 | inhibition, % at 20 µM | P54829 | 360,000 compounds, 0.25% hits | recombinant STEP, OMFP fluorogenic substrate, fluorescence;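 active = inhibition at 20 µM, scaled per plate between control wells, above about 37%, limit read from the data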;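 note: 0% = DMSO with enzyme and substrate and 100% = substrate only without enzyme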
#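 System: STEP (striatal-enriched tyrosine phosphatase) enzyme, cell-free; medium: Bis-Tris pH 6.0 buffer with DTT, detergent; dosing: 20 µM, 1% DMSO; times: reaction 20 min, ambient temperature; detection: fluorescence, 480/540 nm; read-out basis: normalized % inhibition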
# CSN deneddyl inh: CSN deneddylation inhibition; Q92905; Purified CSN, SCF-Nedd8-OG deneddylation, fluorescence polarization; inhibition, % at 12.5 µM; 360,000 compounds, 0.38% hits; AID 651999;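 active = pattern-corrected inhibition above about 35%, with an unprinted fluorescence ratio check between 0.5 and 1.5, limit read from the data, passing the limit was not always enough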;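 note: 0% = enzyme with substrate and 100% = substrate without enzyme; some results filed as inactive read as strong as hits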
# Target sequence (Q92905 whole entry, looked up, one chain of several): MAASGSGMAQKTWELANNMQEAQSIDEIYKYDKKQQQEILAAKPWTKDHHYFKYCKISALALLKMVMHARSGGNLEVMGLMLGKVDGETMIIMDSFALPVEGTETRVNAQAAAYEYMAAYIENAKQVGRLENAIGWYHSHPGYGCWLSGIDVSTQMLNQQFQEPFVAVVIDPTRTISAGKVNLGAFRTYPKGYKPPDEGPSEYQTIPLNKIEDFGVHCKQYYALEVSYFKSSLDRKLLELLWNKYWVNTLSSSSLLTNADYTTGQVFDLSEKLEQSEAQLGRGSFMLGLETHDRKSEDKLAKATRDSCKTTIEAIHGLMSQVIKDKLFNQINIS
#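 Detection – fluorescence polarization · System – HEK293T-derived human Csn5 enzyme · Controls – substrate-only high control, full reaction low control · Timing – 90 min, room temperature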
# Scp-1 inhibitor: Scp-1 (human) phosphatase inhibition. Q9GZU7. Recombinant Scp1, phosphopeptide, malachite green phosphate absorbance. inhibition, % at 20 µM. 340,000 compounds, 0.88% hits. AID 493091;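 active = inhibition above about 50% at 20 µM, limit read from the data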;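 note: plate controls were DMSO wells with enzyme for no effect and wells lacking enzyme for full effect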
# Target sequence (Q9GZU7 76-261 limits assumed): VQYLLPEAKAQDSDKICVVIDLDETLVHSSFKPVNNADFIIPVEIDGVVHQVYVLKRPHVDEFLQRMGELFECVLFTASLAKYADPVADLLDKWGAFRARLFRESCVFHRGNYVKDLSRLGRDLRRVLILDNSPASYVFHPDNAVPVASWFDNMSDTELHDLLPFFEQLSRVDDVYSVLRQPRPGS
#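 Times: enzyme reaction 45 min at room temperature, colour 5 min, stabilisation 30 min. Material: SCP-1 catalytic fragment, aa 76-261. Medium: Acidic Tris acetate buffer with magnesium and detergent. Signal: colorimetric free-phosphate detection, absorbance 630 nm. Read-out basis: % inhibition of SCP-1 phosphate liberation. Reagent: Phosphorylated 17-residue peptide substrate.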
# MLLE-PAM2 inh: blocks PAM2 peptide binding to the PABP1 MLLE domain; 360,000 compounds, 0.36% hits; AID 588489; inhibition, % at 20 µM; P11940; GST-MLLE / FITC-PAM2 fluorescence polarization; in the data active = inhibition above about 35%, passing the limit was not always enough;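 note: plate controls were DMSO wells with GST-MLLE for no effect and wells lacking GST-MLLE protein for full effect; some results filed as inactive read as strong as hits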
# LMPTP inh: blocks human LMPTP phosphatase | P24666 | recombinant LMPTP-A, OMFP fluorogenic substrate, fluorescence intensity | inhibition, % at 20 µM | 360,000 compounds, 0.22% hits;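 active = compounds that cut the enzyme signal by at least half of the control window in the single-dose screen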;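 note: plate controls were DMSO wells with enzyme plus substrate for no effect and substrate without enzyme for full effect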
# Target sequence (P24666 whole entry, looked up): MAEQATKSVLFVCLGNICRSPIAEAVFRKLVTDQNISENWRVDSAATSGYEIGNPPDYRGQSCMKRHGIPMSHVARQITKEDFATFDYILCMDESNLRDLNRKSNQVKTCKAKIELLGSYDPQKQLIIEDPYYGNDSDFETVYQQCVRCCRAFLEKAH
#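 Assay system: LMPTP-A enzyme. Input: 0.625 nM LMPTP-A final. Probe or stimulus: 400 µM OMFP. Compound dosing: single 20 µM dose. Schedule: 50 min dark incubation at room temperature. Detection: fluorescence intensity of OMFP turnover product. Read-out: percent inhibition versus substrate-only and uninhibited controls. Benchmarks: no-enzyme low control, uninhibited high control.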
# NadD block: NadD (S. aureus) enzyme inhibition; purified NadD enzyme, colorimetric absorbance read-out; inhibition, % at 20 µM; 360,000 compounds, 0.78% hits; AID 602399; in the data active = inhibition above about 26%; note: some compounds past the cut are filed as inactive
# TbMetRS inhib: Trypanosoma brucei MetRS inhibition. purified T. brucei MetRS, ATP depletion, Kinase-Glo luminescence. inhibition, % at 11.9 µM. 360,000 compounds, 0.4% hits. AID 624268;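 active = inhibition above a per-plate cutoff of the control wells' mean inhibition plus 3 SD, cut at about 5.5% in these data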;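 note: 0% = DMSO wells median and 100% = median of wells with control inhibitor compound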
#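 Material: T. brucei methionyl-tRNA synthetase, purified; reagent: substrates ATP, L-methionine and bulk Escherichia coli tRNA; dosing: 11.9 µM single point; timing: 15 min plus 2 h at 25 °C; detection: luminescence of leftover ATP; evaluation: % inhibition; control set: DMSO-only wells as low control; replicates: singlicate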
# An asterisk follows results filed as active; i = inactive; · = no result given.
SMILES,SUMO1-SIM PPI,Rpn11 inh,DNMT1 block,STEP block,CSN deneddyl inh,Scp-1 inhibitor,MLLE-PAM2 inh,LMPTP inh,NadD block,TbMetRS inhib
O=C(Nc1nnc(CSCc2ccc(F)cc2)s1)c1cccc([N+](=O)[O-])c1,-12,i,-2,-2,0,1,3,-0.9,-5,-0.1
COc1ccc(C(=O)NNC(=O)CCc2ccccc2OC)cc1,-2,i,0,-3,-2,-10,-3,0.4,-6,0.2
C/C(CC(=O)Nc1ccccn1)=N\NC(=O)C(=O)Nc1cccc(C)c1,-1,i,-3,-1,4,-5,20,0.5,-2,-0.4
O=S(=O)(c1cccc(S(=O)(=O)N2CCCC2)c1)N1CCCCC1,6,i,1,0,3,-6,-4,-0.4,-11,-0.1
CC(NC(=O)COC(=O)C1CSC2(C)CCC(=O)N12)C12CC3CC(CC(C3)C1)C2 (stereo not drawn),-1,i,-1,0,-4,0,0,-1.3,-2,-0.6
COc1cccc(CNC(=O)c2ccc3c(c2)S(=O)(=O)N=C2CCCCCN23)c1,1,i,1,0,0,0,3,0.0,3,0.2
COc1ccc(/C=N/N=C2\SC(CC(=O)O)C(=O)N2c2ccccc2)c(OC)c1 (stereo not drawn),1,i,1,-4,0,3,3,-0.7,2,0.6
CC(C)(C)c1ccc(OCc2cnc(Cl)s2)cc1,-2,i,5,3,0,-2,-10,5.1,-8,0.5
O=C1N=C(N2CCOCC2)S/C1=C/c1ccc(-c2ccccc2Cl)o1,-4,i,27,5,3,7,52,2.0,-4,-0.8
C=CCOc1ccccc1CNc1ccc2[nH]c(=O)[nH]c2c1,3,i,-9,0,3,-7,21,-0.3,-1,0.9

# A draw from above in order of molar mass, rising:
SMILES,SUMO1-SIM PPI,Rpn11 inh,DNMT1 block,STEP block,CSN deneddyl inh,Scp-1 inhibitor,MLLE-PAM2 inh,LMPTP inh,NadD block,TbMetRS inhib
C=CCOc1ccccc1CNc1ccc2[nH]c(=O)[nH]c2c1,3,i,-9,0,3,-7,21,-0.3,-1,0.9
O=C1N=C(N2CCOCC2)S/C1=C/c1ccc(-c2ccccc2Cl)o1,-4,i,27,5,3,7,52,2.0,-4,-0.8
O=C(Nc1nnc(CSCc2ccc(F)cc2)s1)c1cccc([N+](=O)[O-])c1,-12,i,-2,-2,0,1,3,-0.9,-5,-0.1
COc1ccc(/C=N/N=C2\SC(CC(=O)O)C(=O)N2c2ccccc2)c(OC)c1 (stereo not drawn),1,i,1,-4,0,3,3,-0.7,2,0.6

# Following part.
SMILES,SUMO1-SIM PPI,Rpn11 inh,DNMT1 block,STEP block,CSN deneddyl inh,Scp-1 inhibitor,MLLE-PAM2 inh,LMPTP inh,NadD block,TbMetRS inhib
FC(F)(F)c1cnc2c(-c3ccc(Cl)cc3Cl)noc2c1,-1,i,-1,0,-2,-10,-9,-2.0,-9,-0.5
O=C(CCc1nc(-c2ccccc2)no1)Nc1cccc(C(=O)NC2CC2)c1,2,i,-4,2,-2,3,-4,0.9,-5,-0.5
CN1CCN(S(=O)(=O)c2ccc(N3CCc4ccccc4C3)nc2)CC1,-1,i,0,0,3,-5,-11,0.0,-9,1.0
CC(C)NS(=O)(=O)c1ccc(NC(=O)C(C)OC(=O)CCC2CCCC2)cc1 (stereo not drawn),-1,i,1,-2,0,-7,-12,0.0,0,-0.3
Cc1ccc(SCCNC(=S)Nc2cc(C)cc(C)c2)cc1,1,i,-1,5,5,-17,-27,3.0,-4,-0.8
COc1ccc(CCNC(=O)CSc2nc(N)cc(=O)[nH]2)cc1OC,0,i,1,1,-3,-7,6,0.8,-6,-0.2
Cc1ccc(/C=C/S(=O)(=O)NCC(=O)OCC(=O)Nc2ccc(C(=O)N(C)C)cc2)cc1,-1,i,2,-1,-4,-9,2,-1.7,1,-0.1
Cc1cc(Br)ccc1OCCN1CCCC1,-5,i,0,-1,8,4,-6,-5.2,-9,0.5
CCC(=O)Nc1ccc(Cl)c(NC(=S)NC(=O)c2cc3ccccc3o2)c1,-5,i,38,-3,3,-8,24,-1.4,6,0.5
CC(=O)N(C(C)=O)c1c(N2CCCC2)c2ccccc2oc1=O,4,i,-1,-1,-8,-3,4,-0.6,-8,-0.5
COc1ccccc1NC(=O)CCSCCC(=O)Nc1ccccc1OC,4,i,-9,0,2,-1,34,-1.7,-2,-0.3
CCOC(=O)C1=C(CC)OC(N)=C(C#N)C1c1ccc(OC)c(C)c1OC (stereo not drawn),-1,i,3,-3,0,-2,11,0.5,-8,-0.8
CCNS(=O)(=O)c1ccc(NC(=S)NCC2CCCO2)cc1 (stereo not drawn),-1,i,0,-2,3,-3,23,-0.3,0,-1.0
Cc1c(OCC(=O)N2CCC(C(N)=O)CC2)ccc2c1oc(=O)c1ccccc12,6,i,1,1,-2,4,2,-1.1,5,0.8
O=C(Cc1ccc(Cl)cc1)NC(=S)Nc1ccccc1O,1,i,-4,1,0,-12,38*,3.0,-7,-0.8
O=C(NCCN1CCOCC1)c1ccccc1N1C(=O)[C@@H]2Cc3c([nH]c4ccccc34)C(c3ccccc3)N2C1=O (stereo partly drawn),5,i,-8,3,-2,-1,-2,0.5,0,1.6
COc1ccccc1C(=O)NCC(=O)OCC(=O)N(CC(C)C)c1c(N)n(Cc2ccccc2)c(=O)[nH]c1=O,-1,i,-8,2,-5,2,13,0.5,-3,-0.5
Cc1ccc(Nc2c([N+](=O)[O-])c(=O)oc3ccccc23)cc1C,-17,i,2,-3,6,1,12,0.7,-3,-0.3
CNc1cncc(-c2cccc(C(=O)NC3CC3)c2)n1,-16,i,4,8,-3,·,14,1.9,1,0.2
CCc1c(C(=O)Nc2ncn(Cc3cccc(C)c3)n2)csc1C,-2,i,-2,0,1,2,9,-1.6,-4,-1.3
O=C(CCS(=O)(=O)c1ccccc1)N(CCCN1CCOCC1)c1nc2ccc(F)cc2s1,4,i,1,-2,1,·,3,-0.2,-3,0.0
CCN1CCN(c2ccc(S(=O)(=O)N3CCCCC3)cc2NC(=O)/C=C/c2ccc(Cl)cc2)CC1,-89,i,-18,3,-3,-2,-105,-8.1,7,-0.2
O=C(Nc1ccc(C(=O)N2CCCCC2)cc1)c1cccc([N+](=O)[O-])c1,-38,i,0,2,1,-4,-4,0.1,2,-0.1
COc1ccc(CN2C(=O)COc3ccccc3C2c2nc3ccccc3[nH]2)cc1 (stereo not drawn),4,·,·,·,3,·,·,-1.5,2,-0.7
COc1ccccc1CNC(=O)c1cc(-c2ccccc2C)nn1CC1CC(c2cccnc2)=NO1 (stereo not drawn),4,i,-3,0,-3,-1,-7,-3.1,-2,-0.4
CCc1nc2ccc(C(=O)N3CCN(C(C)=O)CC3)cn2c1N(CC)C(C)=O,-3,i,2,0,-3,·,7,-0.9,4,-0.1
O=S(=O)(c1ccccc1)N1CCCC1c1nc2ccccc2s1 (stereo not drawn),4,i,0,-3,5,-17,-20,-0.3,1,-0.3
COC(=O)[C@@H]1C[C@H]1[C@@H](NC(=O)c1ccccc1)c1ccccc1,-4,i,0,1,-3,-2,3,-2.1,3,-0.5
CC(C)n1cc(C(=O)c2ccccc2O)cc(C#N)c1=O,-3,i,2,1,8,-5,2,0.0,0,0.0
Cc1ccc(C(=O)C2CCN(S(=O)(=O)c3c(C)noc3C)CC2)cc1,5,i,-1,-1,-2,-14,-5,-0.7,-11,-0.7
COC(=O)c1ccc(/C=N/NC(=O)C(=O)N2CCCCCC2)cc1,-13,i,7,-6,0,-11,-3,-2.2,-4,-1.2
O=C(COC(=O)Cc1ccccc1[N+](=O)[O-])NCc1ccc(F)cc1,-2,i,0,-3,3,-4,-6,0.3,-2,-1.0
CC(C)CC(=O)Nc1ccccc1N1CCOCC1,-2,i,-1,0,6,-2,12,0.0,-1,0.3
O=C(NC(c1ccc(Cl)cc1)c1cnccn1)C1CCN(Cc2ccccc2)CC1 (stereo not drawn),1,i,-2,-1,3,·,-3,-0.5,-4,-0.1
CC(=O)c1ccccc1N(C(=O)c1ccco1)C(C(=O)NC1CCCC1)c1ccc(N2CCOCC2)cc1 (stereo not drawn),5,i,-4,-4,-3,-2,3,-0.6,-1,-0.7
CCC(c1nnnn1Cc1ccc2c(c1)OCO2)N1CCN(c2ccccc2)CC1 (stereo not drawn),-6,i,-4,1,1,-19,-2,1.0,-4,-0.2
C=CCNC(=O)CN(Cc1ccccc1)S(=O)(=O)c1ccccc1,3,i,6,-3,1,-5,3,-1.9,-1,-0.8
O=C(Nc1ccc2nc(-c3ccco3)[nH]c2c1)c1ccco1,20,i,-7,0,14,-12,12,4.9,4,-0.8
COc1cccc(NC(=O)Nc2nnc(Cc3ccccc3F)s2)c1,3,i,3,-2,2,-7,7,3.3,-6,-0.8
C/C(=N\OCC(=O)Nn1c(=O)[nH]c2ccccc2c1=O)c1cccs1,0,i,-1,0,2,-8,-11,0.9,-2,-0.3
COC(=O)c1ccc(Cn2cc(Cl)cn2)cc1,3,i,3,-6,-3,-5,15,-1.8,-2,0.2
Cc1ccc(Cl)cc1NC(=O)c1cc(NC(=O)CCCC(=O)O)ccc1N1CCCCC1,11,i,1,0,-1,6,-14,1.1,9,0.3
Cc1ccc(S(=O)(=O)c2nc(-c3ccccc3Cl)oc2N(C)C)cc1,0,i,1,1,1,-7,5,2.6,-2,-0.3
O=C(Nc1ccc(F)c([N+](=O)[O-])c1)c1ccc2c(c1)OCCO2,-14,i,-1,-3,-1,-5,1,0.7,-3,-0.5
COc1ccc(S(=O)(=O)N2CCCN(CC(=O)Nc3ccc(OC)c(Cl)c3)CC2)cc1,1,i,-4,-1,-2,-7,-10,-1.8,-4,-0.3
COc1cc(C)nc(N2CCCC(C(=O)Nc3ccccc3Br)C2)n1 (stereo not drawn),3,i,4,-2,2,-7,15,-0.2,-5,0.0
COc1ccccc1NS(=O)(=O)c1cc(NC(=O)CCC2CCCC2)ccc1N1CCOCC1,-1,i,-2,1,1,-10,19,-0.5,-1,-0.6
Cc1cccc2sc(N(CCN(C)C)C(=O)/C=C/c3cccs3)nc12,-7,i,1,5,3,6,-1,0.4,-8,-0.2
Nn1c(Cc2ccccc2)nnc1Cc1ccccc1,5,i,3,-2,2,-13,18,-0.7,-2,-0.3
